Source: PubChem BioAssay (several laboratories)
CHRM4 PAM = human M4 muscarinic receptor positive allosteric modulators, primary screen, CHO-K1 cells, Fluo-8 calcium fluorescence | Muscarinic acetylcholine receptor M4 (Homo sapiens), P08173 | CHO-K1 hM4/Gqi5, ACh EC20; 0% = ACh EC20, 100% = maximal ACh | activation, % at 3 µM | actives 0.4% (n = 360,000) | AID 624126, 2012;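 active means activation above its plate's cutoff, the mean activation of sample wells plus 3 SD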; further: some results filed as inactive read as strong as hits
Target sequence (P08173 whole entry, looked up): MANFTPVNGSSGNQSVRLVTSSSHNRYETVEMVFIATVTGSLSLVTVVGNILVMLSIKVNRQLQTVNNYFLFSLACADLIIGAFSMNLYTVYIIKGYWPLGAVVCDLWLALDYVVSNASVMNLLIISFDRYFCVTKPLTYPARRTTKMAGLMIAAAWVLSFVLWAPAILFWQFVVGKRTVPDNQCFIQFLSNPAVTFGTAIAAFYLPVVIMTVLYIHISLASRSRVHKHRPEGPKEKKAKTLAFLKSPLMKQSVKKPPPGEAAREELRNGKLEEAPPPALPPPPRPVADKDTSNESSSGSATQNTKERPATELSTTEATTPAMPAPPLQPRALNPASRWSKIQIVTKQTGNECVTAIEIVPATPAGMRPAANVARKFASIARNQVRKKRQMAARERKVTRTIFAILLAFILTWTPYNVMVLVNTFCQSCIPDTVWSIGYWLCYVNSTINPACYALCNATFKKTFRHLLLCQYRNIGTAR
CHRM1 antagonist = human M1 muscarinic receptor antagonists, primary screen, CHO-K1 cells, Fluo-8 calcium fluorescence, 1536-well. Muscarinic acetylcholine receptor M1 (Homo sapiens), P11229. CHO-K1 hM1, ACh EC80 antagonist. inhibition, % at 3 µM. actives 1.3% (n = 360,000). AID 588852, 2011;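 active means percent inhibition above its own plate's cutoff, namely the mean of that plate's compound wells plus 3 SD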;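 further: peak over basal fluorescence ratio during 140 s after agonist addition; 0% = ACh EC80 plus DMSO and 100% = DMSO alone without agonist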
CHRM5 antagonist = human M5 muscarinic receptor antagonists, primary screen, CHO cells, Fluo-8 calcium fluorescence; CHO-hM5 cells, ACh EC80; inhibition, % at 3 µM; actives 0.59% (n = 360,000); AID 624040, 2012;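 active means inhibition above a per-plate cutoff, the mean of that plate's test compounds plus 3 SD, cut at about 27% in these data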;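 further: 0% = acetylcholine EC80 with DMSO and 100% = DMSO without agonist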
Target sequence (P08912 whole entry, looked up): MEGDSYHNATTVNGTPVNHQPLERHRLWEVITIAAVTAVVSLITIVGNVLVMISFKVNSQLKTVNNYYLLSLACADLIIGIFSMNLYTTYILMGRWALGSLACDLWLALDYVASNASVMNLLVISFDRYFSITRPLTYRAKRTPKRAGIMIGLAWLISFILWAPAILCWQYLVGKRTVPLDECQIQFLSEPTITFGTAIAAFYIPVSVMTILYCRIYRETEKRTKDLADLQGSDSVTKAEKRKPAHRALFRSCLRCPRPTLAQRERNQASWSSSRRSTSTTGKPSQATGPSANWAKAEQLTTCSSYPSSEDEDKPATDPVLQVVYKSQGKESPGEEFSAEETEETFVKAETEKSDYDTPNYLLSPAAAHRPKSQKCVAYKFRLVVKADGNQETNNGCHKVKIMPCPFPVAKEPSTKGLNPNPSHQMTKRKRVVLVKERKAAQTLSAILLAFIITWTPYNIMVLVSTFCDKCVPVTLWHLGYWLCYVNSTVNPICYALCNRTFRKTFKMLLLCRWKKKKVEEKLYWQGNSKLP
M4 antag = human M4 muscarinic receptor antagonists, primary screen, CHO cells, Fluo-8 calcium fluorescence; Muscarinic acetylcholine receptor M4 (Homo sapiens), P08173; AID 624125, 2012; inhibition, % at 3 µM; actives 0.73% (n = 360,000); CHO-hM4 cells, ACh EC80;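 active means inhibition above its plate's cutoff, the mean inhibition of sample wells plus 3 SD, cut at about 27% in these data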;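 further: 0% = acetylcholine EC80 with DMSO and 100% = DMSO without agonist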
CHRM5 agonist = human M5 muscarinic receptor agonists, primary screen, CHO-K1 cells, Fluo-8 calcium fluorescence; Muscarinic acetylcholine receptor M5 (Homo sapiens), P08912; CHO-K1 hM5 cells; 0% DMSO wells, 100% maximal acetylcholine response; activation, % at 3 µM; actives 0.19% (n = 360,000); AID 624037, 2012;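 active means activation above the run's mean over test compounds plus 3 SD, cut at about 23% in these data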;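 further: signal is peak over basal fluorescence ratio across the kinetic read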
M4 ag = human M4 muscarinic receptor agonists, primary screen, CHO-K1 cells, Fluo-8 calcium fluorescence; Muscarinic acetylcholine receptor M4 (Homo sapiens), P08173; CHO-K1 hM4/Gqi5; vehicle 0%, full acetylcholine response 100%; activation, % at 3 µM; actives 0.14% (n = 360,000);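 active means activation above the run mean over all test wells plus 3 SD, cut at about 32% in these data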;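 further: peak over basal fluorescence ratio per well then scaled between controls; 0% = DMSO wells and 100% = acetylcholine at EC100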
CHRM5 PAM = human M5 muscarinic receptor positive allosteric modulators, primary screen, CHO-K1 cells, Fluo-8 calcium fluorescence | CHO-K1 hM5, ACh EC20 PAM; 0% = ACh EC20, 100% = ACh EC100 | activation, % at 3 µM | actives 0.3% (n = 360,000) | AID 624038, 2012;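 active means activation above the run cutoff, the mean activation of all test compounds plus 3 SD, cut at about 18% in these data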
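Probe or stimulus: acetylcholine, EC20 level; Assay system: human M5 receptor in CHO-K1 cells; Schedule: compound preincubation 140 s before EC20 acetylcholine addition; Technique: intracellular calcium via Fluo-8 fluorescence; Dosing: single-point, 3 µM nominal; Read-out basis: percent activation from peak-over-basal fluorescence ratio, scaled EC20-to-EC100 acetylcholine; Repeats: one well per compound, no replicates.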
M1 PAM = human M1 muscarinic receptor positive allosteric modulators, primary screen, CHO-K1 cells, Fluo-8 calcium fluorescence, 1536-well; Muscarinic acetylcholine receptor M1 (Homo sapiens), P11229; CHO-K1 hM1, ACh EC20; 0% = ACh EC20, 100% = maximal ACh; activation, % at 3 µM; actives 0.088% (n = 360,000); in the data active means activation above about 19%, passing the limit was not always enough
CRFR2-BP ag = agonists of CRF-BP/CRF-R2 complex, primary screen, cell-based, HEK293, calcium dye fluorescence, uHTS; CRF-binding protein / CRF receptor 2 complex (human); calcium dye fluorescence (FLIPR); percent of saturating CRF peptide response; activation, % at 13.2 µM; actives 0.46% (n = 350,000); AID 588473, 2011;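 active means activation of at least 50%, plus an integration ratio under a set limit after plate pattern correction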;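 further: plate controls were neutral control wells without compound for no effect and CRF at EC100 for full effect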
Numbers without * were called inactive; . = no result given.

CHRM4 PAM	CHRM1 antagonist	CHRM5 antagonist	M4 antag	CHRM5 agonist	M4 ag	CHRM5 PAM	M1 PAM	CRFR2-BP ag	smiles
-2	-15	-7	-2	6	1	12	12	-0.1	CC(c1ccccc1)C1CC(=O)N(c2ccccc2)C1=O (stereo unspecified)
-3	15	18	-20	3	18	-13	-13	-1.2	CC1C(=O)N(Cc2cn(CCC3OCCO3)nn2)CCS(=O)(=O)N1Cc1ccc(-c2ccc(Cl)cc2)cc1 (stereo unspecified)
0	-7	-11	8	-3	0	2	3	-2.3	O=c1cc2c(c(-c3ccccc3)n1Cc1ccccc1)[C@@H](CCO)NC2
-7	-6	5	8	-1	5	-3	9	1.6	COc1ccc(-c2nnc(SCc3nnc(-c4ccc(Cl)cc4)o3)n2-c2ccccc2)cc1
-1	-3	-5	-5	3	0	5	4	.	Cc1ccc(S(=O)(=O)N2[C@@H](c3cccc(Cl)c3)C(C(=O)OC(C)(C)C)=CC[C@H]2c2cccc(Cl)c2)cc1
-2	0	15	5	1	0	-7	2	0.2	CCCCN(C(=O)c1cccc(S(=O)(=O)N(CC)c2ccccc2)c1)c1c(N)n(CC(C)C)c(=O)[nH]c1=O
-5	-5	2	6	-5	0	-5	3	-1.5	CCn1c2ccccc2c2cc(NC(=O)CSc3nnc(C4CC4)n3Cc3ccco3)ccc21
-6	7	17	-3	-2	8	-5	4	0.7	CCN(CC)C(=O)Oc1ccc2oc(=O)cc(-c3cc4cccc(OC)c4o3)c2c1
-5	-1	9	13	-1	3	-2	-2	0.5	O=C(NC(=S)Nc1cccc2c(O)cccc12)c1ccccc1[N+](=O)[O-]
4	-8	-5	-7	1	0	-1	-2	.	COc1cccc(-c2cc(CNC(=O)[C@H]3O[C@@H](n4ccc(N)nc4=O)[C@H](O)[C@@H]3O)no2)c1
5	10	0	-5	3	1	4	2	-1.8	COc1cc2c(cc1NC(C)=O)CCCC2
-8	-10	-6	4	2	1	0	1	-1.5	CC[C@]12c3[nH]c4ccc(OC)cc4c3CCN1C(=O)C(CC(=O)NCc1cccc(C(F)(F)F)c1)C[C@@H]2C(=O)N1CCN(C(=O)c2ccco2)CC1 (stereo partly specified)
7	-15	12	-8	-4	1	-4	9	.	CCCCNC(=O)c1ccc2nc(CC)c(N(CC)CCOC)n2c1
-2	-13	3	-3	-2	1	0	10	0.4	O=C1CCCC(=O)N1c1ccc(F)cc1
2	-12	5	-9	3	4	8	10	-0.2	CC1Cc2ccccc2N1C(=O)CSc1nn2c(=O)c(C(C)(C)C)nnc2s1 (stereo unspecified)
14	-6	-9	1	1	1	10	15	0.1	CC(=O)N/C(=C/C(C)C)c1ccccc1
-5	1	4	-4	-4	2	-12	-1	13	CCN(c1ccccc1)S(=O)(=O)c1cc(C(=O)Nc2ccccc2Cl)ccc1F
0	-16	0	-4	2	-1	-5	1	0.9	N#Cc1nc(N2CCCCC2)nc(N2CCOCC2)n1
6	-8	4	-2	8	10	-13	6	5.6	CC(C)(C)N1CC(c2nc3ccccc3n2Cc2ccc(Cl)cc2)CC1=O (stereo unspecified)
8	4	-1	-13	-1	1	15	7	0.8	CN1C[C@@H]2[C@@H]3C(=O)N(Cc4ccccc4)C(=O)[C@@H]3[C@](Cc3ccccc3)(C1=O)N2C(=O)c1ccc(F)cc1
3	-9	1	1	0	0	-2	6	0.1	CCNC(=O)NC(=O)C(C)OC(=O)c1cccnc1SC (stereo unspecified)
-3	0	3	-8	-2	0	-3	4	-2.4	CCCCN(C)CCNC(=O)c1cn(C)c(=O)c2c1c1ccccc1n2C
-1	-3	-2	3	3	5	2	5	-2.5	COc1ccc(N2CCN(C(=O)c3csc4ccccc34)CC2)cc1
6	47*	-3	-4	1	0	-2	-9	-2.2	C=CCn1c(SCC(=O)Nc2nc(C)cs2)nnc1C(C)NC(=O)c1ccccc1Cl (stereo unspecified)
-7	8	0	26	-3	1	-9	-5	0.9	O=[N+]([O-])c1ccc(-c2csc3[n+]2CCS3)cc1
-3	-23	11	-5	27*	5	-13	11	-1.7	O=C1C(=O)N(CC2COc3ccccc3O2)c2ccccc21 (stereo unspecified)
-2	-11	-8	-2	-1	1	2	11	0.1	CCOc1ccc(N2C(=O)CN(CC(=O)OC)C2=S)cc1
6	-14	-7	-4	-1	1	0	8	0.6	COc1ccc(CNCc2ccncc2)cc1OC
11	-15	-17	0	-4	1	1	5	-2.2	CCc1nn2c(=O)cc(COc3ccc(NC(=O)c4ccco4)cc3)nc2s1
-3	-14	0	5	0	1	0	3	-0.2	CCc1ccc(NC(=O)[C@H](C)NC(=O)C2CCN(C(=O)[C@@H](N)Cc3ccccc3)CC2)cc1
0	2	9	-3	1	0	2	0	2.7	CCOc1ccc(S(=O)(=O)N2CCCCC2)cc1NC(=O)c1cccnc1OCC
6	-10	16	-14	-6	2	-8	14	0.0	Cc1ccc(OCC(=O)N/N=C\c2cccs2)c([N+](=O)[O-])c1
-4	-7	7	-8	-4	1	-8	2	1.1	Cc1ccc(C(=O)/C=C/Nc2ccc(S(=O)(=O)Nc3cc(C)nc(C)n3)cc2)cc1
3	-9	-3	1	-2	1	7	-12	7.1	CCc1ccc(C(C)NC(=O)/C=C/c2ccc(Br)cc2)cc1 (stereo unspecified)
1	-8	-3	8	2	2	-5	3	-0.2	COc1ccc(C(=O)Nn2c(C3CCC3)nc3ccccc3c2=O)c(OC)c1
5	-15	5	-4	-1	3	3	12	-0.1	CC(=O)Nc1ccc(C(=O)OCC(=O)N2CCCC2)cc1
1	-2	4	2	-1	0	3	9	1.2	CC1(c2ccccc2)NC(=O)N(CC(=O)Nc2ccc(C(N)=O)cc2)C1=O (stereo unspecified)
9	-10	-9	-5	-4	1	-3	8	-2.2	CCOc1cc(NC(=O)C2CCCCC2)c(OCC)cc1NC(=O)c1ccco1
-17	55*	3	42*	-11	3	-12	-24	-1.3	CC1CCN(CCCCOc2ccc(C(=O)c3ccccc3)cc2)CC1
-2	-4	-6	-2	-4	0	4	6	2.0	Cn1c(N)c(C#N)c2c(c1=S)COC(C)(C)C2
3	-2	-9	0	1	3	8	4	0.1	Cc1cc(C)c(NC(=O)CNC(=O)c2ccccc2SCC(=O)N2CCCC2)c(C)c1
1	-5	1	-4	-2	0	-6	12	0.8	O=C(CSCc1ccc(C(=O)O)cc1)Nc1ccccc1
4	-9	-3	5	-3	0	2	14	-0.6	CS(=O)(=O)N(CC(=O)Nc1cc(Cl)ccc1Cl)c1ccccc1
3	-3	6	1	-2	2	-5	5	-0.9	Cc1cc(C)cc(N(C(=O)c2snc(C(N)=O)c2N)C(C(=O)NCC2CCCO2)c2ccc(C)o2)c1 (stereo unspecified)
9	-1	1	4	0	1	-3	3	-1.7	Cc1occc1C(=O)OCC(=O)Nc1ccc(F)cc1
9	0	-10	0	-2	1	8	4	-1.9	COc1ccc(N(CC(=O)Nc2cc(C)ccc2C)S(=O)(=O)c2c(C)[nH]c(=O)[nH]c2=O)cc1
-8	-10	6	-4	1	1	-12	10	-0.7	O=C1C2C3C=CC(C2C(=O)N1C1CCCCC1)C1C2C(=O)N(C4CCCCC4)C(=O)C2C31 (stereo unspecified)
-4	-8	-1	-11	-2	1	1	8	2.5	O=C(c1ccc(S(=O)(=O)N2CCOCC2)cc1)N(c1cccc(Cl)c1)C1C=CS(=O)(=O)C1 (stereo unspecified)
3	-11	3	0	-11	-1	-4	12	-1.3	CCCC(=O)NC(=S)Nc1ccc(Cl)cn1
2	-13	7	0	0	2	-6	12	0.6	COC(=O)c1ccc(Cl)c(NC(=O)CN(c2ccc(OC)c(OC)c2)S(C)(=O)=O)c1
1	-3	4	-2	-4	7	-7	0	0.7	O=C(Nc1cccc(-n2cnnn2)c1)c1cnccc1Cl
4	-23	4	-1	1	3	3	24	-0.8	COc1ccc(CNCc2cc(OC)ccc2OC)cc1
-4	20	-1	-9	-6	-2	-3	-12	-1.2	CCN(CC)C(=O)c1nn(Cc2ccccc2)c(=O)c2ccccc12
3	-21	-17	1	4	1	12	14	-4.1	O=C1N/C(=N\N=C\c2ccco2)SC1Cc1ccccc1[N+](=O)[O-] (stereo unspecified)
9	-5	3	-4	0	2	4	6	-0.3	Nc1ccc(C(=O)OCc2nc3ccccc3s2)cc1
4	-4	14	4	-1	3	-9	5	23	COc1ccccc1NC(=S)N(Cc1ccco1)Cc1cc2cccc(C)c2[nH]c1=O
2	-27	-2	-2	1	-1	0	5	-0.5	c1ccc(-c2cn3cccnc3n2)cc1
9	-12	-1	4	1	1	5	10	0.7	CCNC(=O)C1(c2ccccc2)CCCC1
14	1	1	-5	2	0	3	4	-1.5	CCOc1ccc(CCNC(=O)COC(=O)c2nn(C)c(=O)c3ccccc23)cc1OCC
-1	-6	12	-4	-1	0	0	4	3.4	Cc1[nH]c(=O)[nH]c(=O)c1NC(=O)c1ccc(OC(C)C)cc1

Taken from above:
CHRM5 antagonist result of Cc1[nH]c(=O)[nH]c(=O)c1NC(=O)c1ccc(OC(C)C)cc1 stands at 12
CHRM1 antagonist result of c1ccc(-c2cn3cccnc3n2)cc1 stands at -27
CRFR2-BP ag result of CCNC(=O)C1(c2ccccc2)CCCC1 stands at 0.7
M4 antag result of O=C1N/C(=N\N=C\c2ccco2)SC1Cc1ccccc1[N+](=O)[O-] (stereo unspecified) stands at 1

Given with tabs: entries from further up.
SMILES	CHRM4 PAM	CHRM1 antagonist	CHRM5 antagonist	M4 antag	CHRM5 agonist	M4 ag	CHRM5 PAM	M1 PAM	CRFR2-BP ag
O=C1N/C(=N\N=C\c2ccco2)SC1Cc1ccccc1[N+](=O)[O-] (stereo unspecified)	3	-21	-17	1	4	1	12	14	-4.1
Nc1ccc(C(=O)OCc2nc3ccccc3s2)cc1	9	-5	3	-4	0	2	4	6	-0.3

(cont.)
CHRM4 PAM	CHRM1 antagonist	CHRM5 antagonist	M4 antag	CHRM5 agonist	M4 ag	CHRM5 PAM	M1 PAM	CRFR2-BP ag	smiles
-7	-4	3	-19	-3	6	-6	2	-2.2	COc1ccccc1N1CCN(c2ccc([N+](=O)[O-])cn2)CC1
4	.	-6	-6	0	-1	-3	.	.	COc1cccc(CNC(=O)[C@@H]2CCCN2C(=O)[C@@H]2CCCN2C(=O)c2ccccc2)c1
-3	-5	-10	7	0	0	3	6	0.0	O=[N+]([O-])c1cccc(/C=C2\CCC(/C=N/Nc3ccc4ccccc4n3)=C2N2CCOCC2)c1
8	-20	1	-18	2	0	2	9	-0.4	O=C(Cn1c2c(c(-c3ccccc3Cl)cc1=O)CCC2)NCC1CCCO1 (stereo unspecified)
7	-12	-8	-21	-2	0	0	11	-4.0	CC(C)Sc1ccc(C(=O)Nc2ccc(F)cc2F)cn1
